Source: PubChem (several laboratories)
Anthrax LF prot – inhibitors of Bacillus anthracis lethal factor protease. 360,000 tested, 0.12% active. inhibition, % at 10 µM. P15917. multiplex microsphere protease cleavage assay, LF; note: plate controls were buffer without enzyme for full effect and enzyme alone for no effect
3CLpro inhibitor – SARS-CoV 3CLpro protease inhibition; recombinant SARS-CoV 3CLpro, quenched FRET peptide cleavage; P0C6X7; inhibition, % at 6 µM; 290,000 tested, 0.14% active; in the data active = inhibition above about 12%
CCHFV vOTU inh – CCHFV vOTU protease inhibition; Pep-AMC fluorescence; inhibition, % at 11.5 µM; 370,000 tested, 0.55% active; AID 651958; in the data active = inhibition above about 30%; note: 0% = vehicle wells with enzyme and 100% = no enzyme wells
PfHsp40 rescue – restores yeast growth despite PfHsp40 toxicity; S. cerevisiae expressing PfHsp40, growth rescue, ATP luminescence; growth rescue, % at 12.5 µM; 340,000 tested, 0.68% active; in the data active = growth rescue above about 28%, passing the limit was not always enough;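 note: yeast W303a lacking pdr1 and pdr3 grown in galactose medium; growth measured after three days at 30 °C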
DUSP3 inh – blocks human VHR1 dual specificity phosphatase | inhibition, % at 13.3 µM | 290,000 tested, 0.52% active | P51452 | recombinant VHR phosphatase, pNPP absorbance | AID 1654; in the data active = inhibition above about 50%; note: some compounds called inactive have numbers as strong as hits
Target sequence (P51452 whole entry, looked up): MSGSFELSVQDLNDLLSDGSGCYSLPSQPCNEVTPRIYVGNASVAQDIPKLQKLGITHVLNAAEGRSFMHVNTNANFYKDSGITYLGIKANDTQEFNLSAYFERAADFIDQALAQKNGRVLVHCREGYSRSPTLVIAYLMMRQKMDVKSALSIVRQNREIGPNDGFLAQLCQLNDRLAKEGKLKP
BH1578 lux ind – inducers of Vibrio cholerae quorum light production without autoinducers. V. cholerae BH1578 lux reporter, luminescence, 6 h. activation, % at 18.7 µM. 350,000 tested, 0.16% active. AID 588436; in the data active = activation mostly above about 9.7%, no sharp cut-off; note: not every result past the cut was called active; inactives centre near 0; reference of the scale not given here
PriA SSB inh – blocks PriA binding to SSB C-terminal tail; AID 1272365; 430,000 tested, 0.6% active; AlphaScreen SSBct-PriA binding, biotinylated peptide; inhibition, % at 33 µM; in the data active = inhibition mostly above about 37%, no sharp cut-off; inactive = mostly below about 20%;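 note: plate controls were negative control peptide for no effect and reference peptide for full effect; strong numbers were not always called active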
TcdB inh – inhibitors of Clostridioides difficile toxin B glycohydrolase. 350,000 tested, 0.24% active. AID 652162. TcdB glycohydrolase enzymatic assay, plate reader. inhibition, % at 9.99 µM; in the data active = inhibition above about 10%
Y pestis TopoI – Y. pestis Topo-I inhibition via cleavage products | Y. pestis Topo-I cleavage product accumulation, plate reader | activity, % at 10 µM | 360,000 tested, 0.064% active | AID 504884; in the data active = activity above about 50%, passing the limit was not always enough; note: inactives centre near 2
BoNT A protease – inhibitors of Botulinum neurotoxin A light chain protease; multiplex microsphere protease substrate cleavage, flow cytometry; inhibition, % at 10 µM; 360,000 tested, 0.17% active; note: plate controls were buffer without enzyme for full effect and enzyme alone for no effect
An asterisk follows results filed as active; i = inactive; . = not tested or not shown; & = joins results of further samples. Cut-off read from the data, not from the text of the source, unless noted: active = inhibition above about 30%; inconclusive = no clear call, values can overlap the other calls; inactive = below that. This is a subset. The share of hits here may be higher or lower than overall.

SMILES	Anthrax LF prot	3CLpro inhibitor	CCHFV vOTU inh	PfHsp40 rescue	DUSP3 inh	BH1578 lux ind	PriA SSB inh	TcdB inh	Y pestis TopoI	BoNT A protease
Cc1ccc(S(=O)(=O)N(C)CC(=O)OCC(=O)NC(=O)NC(C)C)cc1	-1	-3	2	0.9	108	4.0	-6	1.1	3	-1.9
NC1=NC2(CCCC2)N=C(Nc2ccccc2)N1	-2	-4	-13	-0.7	5	i	-2	1.8	0	-0.1
CC(NC(=O)NC1CCCCC1)C(c1cccs1)N1CCOCC1 (stereo unspecified)	2	2	-5	-0.8	-3	-0.4	-14&-5	1.5	0	-0.1
OCCNCCNCc1ccccc1OCc1ccccc1	-3	2	-5	-0.3	6	3.7	3	0.1	0	-0.1
CN(Cc1ccccc1)C(=O)c1nc2ccccn2c1CNCCOc1cccnc1	7	3	-5	-0.6	20	-4.8	-4	1.1	7	-0.5
O=C(Nc1ccc(F)cc1F)c1sccc1SCc1cccc(C(F)(F)F)c1	-7	5	3	-0.6	8	i	-13	.	24	-1.5
CN(Cc1ccccc1)C(=O)c1ccc(NC(=O)Cc2ccc(NC(=O)C3CCN(C(=O)C4CCC4)CC3)cc2)cc1	-4	.	-4	0.9	.	i	-11	0.2	11	-0.1
C=CCn1c(SCc2ccc(F)cc2)nc2c1c(=O)[nH]c(=O)n2C	-6	-2	-3	-1.4	25	-0.3	-16	0.6	19	0.5
Cc1cc(C(=O)Nc2ccc(F)c(Cl)c2)on1	6	-5	1	-0.7	16	i	-11	0.0	6	-0.4
CC1CCc2sc3c(c2C1)c1ncnn1c(=O)n3CC(=O)c1ccc(Br)cc1 (stereo unspecified)	-2	1	1	-0.4	.	-5.3	-12	.	-4	-0.2
COc1cccc(N2CCN(c3ccc(N4C(=O)CCC4=O)cc3[N+](=O)[O-])CC2)c1	-1	2	-4	-1.7	-3	-0.4	11	-0.2	-3	-0.1
COc1ccc(S(=O)(=O)N2CCN(Cc3ccc(Cl)cc3)CC2)cc1	-3	-1	33*	3.8	5	i	-15	.	19	-0.1
O=C(CNC(=O)c1ccccc1)Sc1ccccc1	-11	.	13	-0.8	.	-1.0	2	1.4	5	-0.4
CCOc1ncccc1C(=O)NCCCSc1ccccc1	2	2	-6	-0.2	-12	i	-13	-0.3	22	-3.4
CCOc1ccc(NC(=O)CSCC(=O)O)cc1	9	2	1	6.9	30	-0.7	-7	.	-6	-1.3
Cc1cc(NC(=S)NC(=O)c2ccco2)c2ccccc2n1	-1	0	15	0.7	14	-0.3	-3	-0.7	0	0.3
O=C(Nc1ccccc1)Nc1nnc(CSCc2ccccc2Cl)s1	0	-3	-8	0.2	35	i	-9	1.5	9	-0.9
COc1ccc(CCNC(=O)CCC(=O)Nc2ccccc2[N+](=O)[O-])cc1OC	2	-6	-4	-0.4	22	-1.8	-7	0.9	-2	-3.5
C=CCN1C(=O)NC2(O)C(=O)c3ccccc3C12O (stereo unspecified)	0	-1	7	0.6	4	-0.4	-3	.	-5	-0.1
CC(=O)Nc1cnc(-c2cc(C)c(O)c(C)c2)cn1	2	.	5	.	.	-0.5	.	0.6	-3	0.0
O=c1cc(N2CCN(c3ccc(F)cc3)CC2)[nH]c(=O)n1Cc1ccc(F)cc1	-2	0	-5	-0.6	36	-1.5	3	-0.3	7	-0.9
CC(=O)c1ccc(NC(=O)C2(S(=O)(=O)c3ccccc3)CC2)cc1	0	-7	-1	0.2	13	-0.5	-6	0.5	-2	-1.8
CCOC(=O)CCc1c(C)n(CC)c2ncnn2c1=O	-6	3	-6	0.5	12	-0.3	-5	-1.5	0	-0.5
Cc1cccc(C)c1NC(=O)C1CCCNC1 (stereo unspecified)	-16	-3	-6	-1.1	8	-0.2	-5	.	-2	-0.2
O=C(COC(=O)c1c2c(nc3ccccc13)CCCCC2)c1ccc(Cl)s1	-2	3	10	-0.1	13	i	-6	.	3	-0.4
Cc1cc(C)n2nc(SCC(=O)N3CC(C)CC(C)C3)nc2n1 (stereo unspecified)	-1	.	7	-0.5	.	i	-2	1.5	5	0.6
CC(C)OCCCn1c(=O)c2ccccc2n2c(CCC(=O)NC3CCN(Cc4ccccc4)CC3)nnc12	0	6	3	0.8	53*	-0.3	-9	0.9	5	-1.7
Cc1cccc(C(C#N)c2ccc(Cl)nn2)c1 (stereo unspecified)	-8	-1	-7	0.1	-5	-0.5	-16	0.7	-4	0.0
COc1ccccc1CN1CCN(C(c2ccccc2)c2ccccc2)CC1	8	0	6	0.7	7	-0.3	16	1.3	24	0.5
Cc1nnc(NC(=O)C(C)Sc2nnc(-c3ccco3)n2C)s1 (stereo unspecified)	-7	-6	-10	-0.9	7	-0.3	-12	-0.4	6	-0.6
CC(=O)NCCNC(=O)CNC(=O)c1ccc(Cl)cc1	0	-1	-1	-0.2	13	-0.3	-2	.	0	0.3
CN(C(=O)c1ccncc1)c1nnc(-c2cnccn2)s1	-6	-1	8	-0.9	5	0.5	-12	.	6	-2.2
Cc1c(NC(=O)Nc2cccc(C#N)c2)c(=O)n(-c2ccccc2)n1C	13	-3	-10	-1.0	6	i	2	0.8	5	-2.6
O=C(OCC(=O)N1CCN(Cc2ccccc2)CC1)c1ccc(Cl)cc1	1	3	-15	0.3	32	-3.6	-4	0.4	26	0.0
COC(=O)c1cccc(C(=O)Nc2cnc3ccccc3c2)n1	-2	-7	10	-0.2	21	0.0	2	.	2	-0.1
O=C(CSC1=NS(=O)(=O)c2ccccc2N1)Nc1ccc(F)cc1	-3	.	15	-0.5	.	-1.7	4	2.0	1	-6.6
CC1(C)CN=C(NC2CCCCC2)S1	-3	6	-17	1.4	19	i	-4	.	10	-0.5
COc1cccc(-c2cc(C(=O)Nc3ccc(OC)c(OC)c3)no2)c1	-1	-2	-8	0.6	17	i	-10	.	26	0.8
CONc1nc2nonc2nc1NOC	1	-4	-6	-1.1	4	-0.2	-17	1.9	-4	0.4
Nc1ccc2c(c1)Cc1ccccc1-2	-1	2	8	1.3	14	-0.4	7	.	-6	0.3
CC1C(=O)N(c2ccc(S(=O)(=O)N(C)C)cc2)C1(/C=C/c1ccccc1)C(=O)NC1CCCC1 (stereo unspecified)	-4	1	15	-1.3	4	-0.6	0	.	20	-0.1
Cc1ccsc1CN(C)CC(=O)Nc1ccc([N+](=O)[O-])cc1Cl	-5	-4	17	0.7	12	-0.2	-7	1.6	34	3.9
O=C1CC(c2cccnc2)c2cc3c(cc2N1)OCCO3 (stereo unspecified)	-8	-5	-1	-1.2	-10	-0.3	-13	1.2	4	-0.8
COc1ccccc1NC(=O)CCSc1nnc(-c2ccncc2)o1	1	-2	-7	1.0	0	i	-7	1.4	2	-0.3
COc1ccc(C(=O)Nc2ccc(NC(=O)c3cccs3)cc2)cc1[N+](=O)[O-]	0	0	3	0.5	22	-0.3	-3	0.3	2	-0.6
CCS(=O)(=O)c1nc(S(=O)(=O)c2ccc(C)cc2)c(NCc2ccccn2)s1	-4	5	2	0.1	8	-0.2	-10	0.6	4	-0.1
COc1ccc(/C=N/NC(=O)c2ccc3c(c2)NC(=O)C(C)(C)O3)cc1OC	6	-3	6	0.4	2	-0.3	.	0.5	1	-3.1

Structural class, the entries above containing a halogen (13)
SMILES	Anthrax LF prot	3CLpro inhibitor	CCHFV vOTU inh	PfHsp40 rescue	DUSP3 inh	BH1578 lux ind	PriA SSB inh	TcdB inh	Y pestis TopoI	BoNT A protease
O=C(Nc1ccc(F)cc1F)c1sccc1SCc1cccc(C(F)(F)F)c1	-7	5	3	-0.6	8	i	-13	.	24	-1.5
C=CCn1c(SCc2ccc(F)cc2)nc2c1c(=O)[nH]c(=O)n2C	-6	-2	-3	-1.4	25	-0.3	-16	0.6	19	0.5
Cc1cc(C(=O)Nc2ccc(F)c(Cl)c2)on1	6	-5	1	-0.7	16	i	-11	0.0	6	-0.4
CC1CCc2sc3c(c2C1)c1ncnn1c(=O)n3CC(=O)c1ccc(Br)cc1 (stereo unspecified)	-2	1	1	-0.4	.	-5.3	-12	.	-4	-0.2
COc1ccc(S(=O)(=O)N2CCN(Cc3ccc(Cl)cc3)CC2)cc1	-3	-1	33*	3.8	5	i	-15	.	19	-0.1
O=C(Nc1ccccc1)Nc1nnc(CSCc2ccccc2Cl)s1	0	-3	-8	0.2	35	i	-9	1.5	9	-0.9
O=c1cc(N2CCN(c3ccc(F)cc3)CC2)[nH]c(=O)n1Cc1ccc(F)cc1	-2	0	-5	-0.6	36	-1.5	3	-0.3	7	-0.9
O=C(COC(=O)c1c2c(nc3ccccc13)CCCCC2)c1ccc(Cl)s1	-2	3	10	-0.1	13	i	-6	.	3	-0.4
Cc1cccc(C(C#N)c2ccc(Cl)nn2)c1 (stereo unspecified)	-8	-1	-7	0.1	-5	-0.5	-16	0.7	-4	0.0
CC(=O)NCCNC(=O)CNC(=O)c1ccc(Cl)cc1	0	-1	-1	-0.2	13	-0.3	-2	.	0	0.3
O=C(OCC(=O)N1CCN(Cc2ccccc2)CC1)c1ccc(Cl)cc1	1	3	-15	0.3	32	-3.6	-4	0.4	26	0.0
O=C(CSC1=NS(=O)(=O)c2ccccc2N1)Nc1ccc(F)cc1	-3	.	15	-0.5	.	-1.7	4	2.0	1	-6.6
Cc1ccsc1CN(C)CC(=O)Nc1ccc([N+](=O)[O-])cc1Cl	-5	-4	17	0.7	12	-0.2	-7	1.6	34	3.9

Ordered by SMILES length (largest number first): part of the list above
SMILES	Anthrax LF prot	3CLpro inhibitor	CCHFV vOTU inh	PfHsp40 rescue	DUSP3 inh	BH1578 lux ind	PriA SSB inh	TcdB inh	Y pestis TopoI	BoNT A protease
CC1C(=O)N(c2ccc(S(=O)(=O)N(C)C)cc2)C1(/C=C/c1ccccc1)C(=O)NC1CCCC1 (stereo unspecified)	-4	1	15	-1.3	4	-0.6	0	.	20	-0.1
COc1ccc(C(=O)Nc2ccc(NC(=O)c3cccs3)cc2)cc1[N+](=O)[O-]	0	0	3	0.5	22	-0.3	-3	0.3	2	-0.6
COc1ccccc1NC(=O)CCSc1nnc(-c2ccncc2)o1	1	-2	-7	1.0	0	i	-7	1.4	2	-0.3
